Screening data deposited in PubChem BioAssay by several laboratories.
Vif imaging: HIV Vif inhibition; HEK293T cells, Vif self-association by quenched fluorescence, imaging, 24 h; inhibition, % at 7.49 µM; 340,000 compounds, 0.35% hits; AID 602346; in the data active means inhibition above about 50%, passing the limit was not always enough; inconclusive means no clear call, values can overlap the other calls; inactive means below about 31%; further: some results filed as inactive read as strong as hits
m5-HT2A agonist: activates the mouse 5-HT2A serotonin receptor; P35363; CHO-K1 mHTR2A beta-arrestin complementation, luminescence; percent of 30 µM serotonin response; activation, % at 7.6 µM; 360,000 compounds, 0.66% hits;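 active means activation above a run cutoff, the mean activation of all tested compounds plus 3 SD, cut at about 14% in these data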;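 further: 0% = plate median of compound wells and 100% = 30 µM serotonin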
Target sequence (P35363 whole entry, looked up): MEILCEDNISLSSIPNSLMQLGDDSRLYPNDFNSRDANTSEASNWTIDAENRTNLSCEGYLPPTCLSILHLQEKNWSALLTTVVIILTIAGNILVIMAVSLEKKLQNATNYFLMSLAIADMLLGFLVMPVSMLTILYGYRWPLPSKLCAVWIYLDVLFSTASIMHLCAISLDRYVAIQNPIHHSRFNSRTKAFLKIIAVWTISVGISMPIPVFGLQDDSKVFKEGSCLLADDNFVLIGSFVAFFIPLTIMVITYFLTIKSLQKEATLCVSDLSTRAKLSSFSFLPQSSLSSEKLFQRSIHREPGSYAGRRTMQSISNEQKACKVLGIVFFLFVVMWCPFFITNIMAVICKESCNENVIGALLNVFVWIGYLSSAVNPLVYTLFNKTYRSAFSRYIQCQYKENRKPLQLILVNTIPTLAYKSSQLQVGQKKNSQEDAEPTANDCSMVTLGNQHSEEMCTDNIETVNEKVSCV
N-glyco inh: blocks N-linked glycosylation in D54 reporter cells. D54 ERlucT glycosylation luciferase reporter, 24 h; percent of 100 nM tunicamycin response. reporter increase, % at 12.5 µM. 360,000 compounds, 0.23% hits. AID 588692;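 active means mean luciferase reporter signal, scaled so untreated is 0 and the glycosylation-blocking control 100, at or above a set limit in every replicate; inconclusive means mean reaches the limit but not every replicate does; inactive means mean below the limit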;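 further: luciferase carries N-glycosylation sites so blocking glycosylation raises the light; 0% = median of neutral control wells and 100% = median of 100 nM tunicamycin wells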
MC4R antag cAMP: human MC4R antagonism in cAMP assay; inhibition, % at 6.5 µM; 360,000 compounds, 0.48% hits; MC4R-expressing cells, MTII-stimulated cAMP, LANCE TR-FRET;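 active means inhibition above its plate's cutoff, the mean of tested wells on that plate plus 3 SD, cut at about 29% in these data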;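 further: 0% = Melanotan II alone and 100% = Melanotan II plus saturating MCL0020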
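Assay system: U2OS-MC4R stable cell line; Also added: Melanotan II; Technique: Eu-cAMP/anti-cAMP TR-FRET, emission 671 nm; Times: 30-min compound, 1-h challenge, 1-h detection, room temperature.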
CaV13 ICDI inh: Primary screen for inhibitors of IQ motif and Ca2+-dependent inactivation inhibitor domain binding in CACNA1D, Förster resonance energy transfer in living cells, …. HEK cells, CFP/YFP FRET ICDI-IQ, plate reader, 10 min; percent FRET-ratio fall versus neutral wells. 340,000 compounds, 0.098% hits. inhibition, % at 12.3 µM;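 active means mean replicate inhibition of at least 30% and at least 1% of replicates passing that level; inconclusive means only one of the two criteria is met; inactive means neither criterion is met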;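 further: 0% = median of the neutral control wells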
MC4R barr agon: activates human MC4R beta-arrestin recruitment; P32245; U2OS MC4R beta-arrestin complementation, luminescence; percent of melanotan II response, DMSO zero; activation, % at 8.9 µM; 360,000 compounds, 0.98% hits; AID 540308;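 active means activation above a per-plate cutoff, the mean activation of sample wells on that plate plus 3 SD, cut at about 8% in these data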
Cardio protect: protects H9c2 cardiomyocytes from peroxide injury; H2O2 injury protection, ATPLite, 2 h; 360,000 compounds, 0.63% hits; protection from H2O2 cell death, % at 20 µM;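 active means compounds giving at least 50% protection of heart cells from peroxide-induced death in the single-dose screen, raw or plate-pattern-corrected value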;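 further: 0% = DMSO wells with peroxide and 100% = DMSO wells without peroxide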
PDI turbidity: PDI (human) enzyme inhibition | P07237 | 350,000 compounds, 0.052% hits | PDI insulin aggregation turbidity, A650, 90 min | inhibition, % at 10 µM;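 active means mean inhibition across replicates of 30% or more, whatever share of single replicates reach that level; inconclusive means mean inhibition below 30% while every single replicate reaches 30%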;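 further: absorbance from insulin aggregation driven by PDI reduction with DTT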
Target sequence (P07237 whole entry, looked up): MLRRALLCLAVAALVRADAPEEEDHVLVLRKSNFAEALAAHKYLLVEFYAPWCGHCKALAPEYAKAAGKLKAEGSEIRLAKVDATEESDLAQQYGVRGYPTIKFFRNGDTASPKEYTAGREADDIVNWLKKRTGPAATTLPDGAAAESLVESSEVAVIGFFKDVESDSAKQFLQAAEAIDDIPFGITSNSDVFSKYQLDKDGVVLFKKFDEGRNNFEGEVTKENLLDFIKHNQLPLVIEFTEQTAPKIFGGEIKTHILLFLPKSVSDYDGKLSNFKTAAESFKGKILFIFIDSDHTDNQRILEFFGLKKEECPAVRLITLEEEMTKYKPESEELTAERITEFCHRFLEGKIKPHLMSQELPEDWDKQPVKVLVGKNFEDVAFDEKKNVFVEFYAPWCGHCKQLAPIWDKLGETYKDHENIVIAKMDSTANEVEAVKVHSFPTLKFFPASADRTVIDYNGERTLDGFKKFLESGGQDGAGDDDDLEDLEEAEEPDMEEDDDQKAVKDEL
ABCB6 inh MLPCN: inhibitors of human ABC transporter ABCB6; Q9NP58; fluorescence ratio to DMSO, % at 10 µM; 360,000 compounds, 0.19% hits; K562-ABCB6 porphyrin accumulation, flow cytometry, 1 h; hits give low values;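 active means fluorescence ratio to DMSO below 75%, the collection mean minus 3 SD; inconclusive means too few cells collected in the well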;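 further: signal is porphyrin accumulated inside mitochondria; 100% equals median channel fluorescence of DMSO control wells; lower ratio means ABCB6 inhibition with less porphyrin fluorescence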
aDG glyco act: alpha-DG glycosylation activation; Pro5-aDG cells, alpha-DG glycosylation AlphaScreen (IIH6); 0% Pro5, 100% B10-LARGE cell signal; 360,000 compounds, 0.22% hits; activation, % at 10 µM;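 active means activation of at least 8% versus controls, or a plate z-score of at least 8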;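 further: Pro5 are CHO cells carrying HIG-tagged alpha-DG that lacks glycosylation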
The depositor's hits bear a star; ? = inconclusive; / = no result given.

SMILES	Vif imaging	m5-HT2A agonist	N-glyco inh	MC4R antag cAMP	CaV13 ICDI inh	MC4R barr agon	Cardio protect	PDI turbidity	ABCB6 inh MLPCN	aDG glyco act
Nc1ccc2c(c1)COC2=O	10	2	1	-5	1	-2.3	2	1	102	-0.4
S=C(NCC1CCCCC1)Nc1cccnc1	3	1	0	-7	-5	2.3	3	-4	99	0.6
Cc1cc(OCC(=O)NCCCN2CCCC2=O)c2c(C)cc(=O)oc2c1	0	-6	0	5	-15	0.9	4	-4	98	-0.3
O=C(N/C=C/n1cnc2cc(C(F)(F)F)ccc21)c1ccccc1	3	0	1	7	-3	-1.0	1	2	97	-0.1
CC(C)OC(=O)c1ccc(NC(=O)CSc2nc3ncccc3[nH]2)cc1	/	-1	-5	-1	-3	0.2	-15	-9	104	1.3
COc1cc2c(cc1OC)C1(Nc3c-2c(-c2ccccc2)nn3-c2ccccc2)C(=O)Nc2ccccc21 (stereo unspecified)	/	-2	-1	7	/	-2.9	15	7	123	0.6
CC[C@]12C(=O)N(C)C[C@H]([C@@H]3C(=O)N(C)C(=O)[C@@H]31)N2C(=O)c1ccc(C(C)(C)C)cc1	-6	0	1	-4	-9	-0.7	5	-4	99	0.3
CN(C)S(=O)(=O)c1ccc(C(=O)OCC(=O)NCc2ccco2)cc1	12	-1	2	19	-7	-2.7	11	5	98	-0.1
CSCC[C@H](NC(=O)Nc1ccc(Oc2ccccc2)cc1)C(=O)O	-8	-3	2	4	-2	-2.9	3	-2	96	0.0
COc1cc(C(=O)NCC(=O)OCC(=O)c2ccc[nH]2)cc(OC)c1OC	-17	-2	1	0	-4	-0.9	2	1	100	-0.2
COc1ccc(-c2nc(S(=O)(=O)c3ccccc3)c(N3CCN(C)CC3)o2)cc1	-6	-6	-4	3	-4	-2.4	4	-5	103	-0.1
O=C(c1cc(S(=O)(=O)NCc2ccco2)ccc1Br)N1CCOCC1	-3	0	3	11	-5	-4.1	2	10	97	-0.1
CCOC(=O)c1cnc2oc3ccccc3n2c1=O	-12	-2	3	-6	-20	-0.9	8	-3	97	0.1
COc1ccc(NC2=C(C(C)=O)C(c3ccccc3)C(C(C)=O)C(C)(O)C2)cc1 (stereo unspecified)	7	0	-2	5	-1	-1.6	-10	8	104	-0.2
CC(C)CC(=O)NC(=S)Nc1ccc(N2CCCC2)c(Cl)c1	0	4	0	0	4	-0.4	-9	2	98	0.2
CCc1noc(C)c1C(=O)Nc1cc(C(F)(F)F)ccc1-n1cncn1	-3	-5	1	9	-14	-3.8	-2	5	97	0.3
O=C(CSc1cccc[n+]1[O-])Nc1cccc(Oc2ccccc2)c1	-6	-4	2	10	-2	-2.6	-2	0	96	0.8
CCOC(=O)C1=C(c2ccccc2)NC(=O)NC1c1ccc(OC)c(OC)c1 (stereo unspecified)	-5	6	3	33*	1	0.4	8	6	100	0.1
CSc1ncccc1C(=O)OCC(=O)N(C)Cc1ccc(C)cc1	-3	-2	2	3	-15	-1.4	4	-3	91	0.3
S=c1[nH]cc(-c2ccc(Cl)cc2)n1Cc1ccccc1	-12	0	-2	-2	-3	19*	-4	0	99	0.0
Cc1cc(C)c(NC(=O)CN(C)C(=O)CNC(=O)c2cccs2)c(C)c1	8	-6	-2	1	-16	-0.2	3	-2	96	0.7
Cc1ccc(S(=O)(=O)NNC(=S)Nc2cccc(C)c2C)cc1	3	0	1	3	-4	-0.6	-1	1	93	0.8
CCC1([N+](=O)[O-])COC(c2ccc(C(C)C)cc2)OC1 (stereo unspecified)	1	-1	2	-2	-9	0.0	-11	-5	100	0.5
O=C(NCC1CC1)c1cc(-c2ccccc2)nn1CC1CC(c2cccnc2)=NO1 (stereo unspecified)	-10	12	1	2	-9	-0.4	-1	0	96	0.4
COC(=O)c1cc2c(n(Cc3ccccc3)c1=O)CCCC2=O	-2	-4	1	4	-5	-1.9	1	-8	99	0.0
Cc1cc(/C=C2\SC(N)=NC2=O)c(C)n1-c1ccc(F)cc1	-4	0	-2	5	-5	-1.6	-12	4	101	-0.2
CCCCn1c(N)c(N(CCOC)C(=O)C2CCN(C(=O)c3ccc(F)cc3)CC2)c(=O)[nH]c1=O	-7	-1	1	3	-5	-0.8	5	-1	96	0.1
CN(CC(=O)Nc1ccccc1C(=O)NC1CC1)Cc1ccc(N(C)C)cc1	-3	0	-1	4	-2	-1.2	1	-4	99	0.1
O=C(Nc1ccc(F)cc1)c1sc(Cl)nc1-c1ccccc1	-14	3	-6	18	-4	0.3	-12	-1	103	0.5
CCNc1nc(SC(C)C(=O)OC)nc(N2CCOCC2)n1 (stereo unspecified)	6	-2	0	3	-5	-0.3	-8	-1	92	66*
Cn1c(CCN2CCCCC2)nc2cc(NC(=O)NC3CCCCC3)ccc21	-5	-2	-3	1	-3	-1.0	-2	-6	99	0.1
Cc1ccc(-c2nnc(Nc3ccc(C(N)=O)cc3)c3ccccc23)cc1S(=O)(=O)NCC1CCCO1 (stereo unspecified)	-3	2	-2	16	-3	2.1	37	4	91	-0.3
FC(F)Sc1nnc(-c2cccs2)n1-c1ccccc1	-6	1	-3	10	-10	0.5	5	0	97	0.0
Cc1oc2c(c(=O)c1C)C(=O)CC(c1ccccc1)C2 (stereo unspecified)	-6	-4	-2	1	0	-1.6	-1	8	95	-0.2
Cc1ccc(C(=O)N(CC(=O)NC2CCCC2)c2ccccc2F)s1	0	-4	4	9	-4	2.0	-1	-1	94	1.9
Cc1nc(Nc2ccccc2)sc1-c1ccccc1	3	-5	-10	3	-5	-2.0	-20	8	89	-0.1
CC(=O)Oc1ccc(-c2cc3ccccc3oc2=O)cc1	4	0	1	7	-5	0.1	-4	-1	100	0.1
COCCCn1ccc(O)c(Cc2ccc(F)cc2)c1=O	4	8	2	2	-4	-0.3	3	-2	104	-0.6
C=CCC[C@H](Cc1ccc(F)cc1)C(=O)OC[C@@H](Cc1c[nH]c2ccccc12)NC(=O)[C@H](CC=C)CC(=O)N(CCO)Cc1ccccc1	-6	3	-2	20	-6	0.4	-10	23	93	0.2
O=C(c1cccs1)N1CCN(c2cccc(Cl)c2)CC1	-2	-2	-2	3	-2	0.2	0	-4	99	0.0

Structures above that contain a CF3 group:
SMILES	Vif imaging	m5-HT2A agonist	N-glyco inh	MC4R antag cAMP	CaV13 ICDI inh	MC4R barr agon	Cardio protect	PDI turbidity	ABCB6 inh MLPCN	aDG glyco act
O=C(N/C=C/n1cnc2cc(C(F)(F)F)ccc21)c1ccccc1	3	0	1	7	-3	-1.0	1	2	97	-0.1
CCc1noc(C)c1C(=O)Nc1cc(C(F)(F)F)ccc1-n1cncn1	-3	-5	1	9	-14	-3.8	-2	5	97	0.3

Continued.
SMILES	Vif imaging	m5-HT2A agonist	N-glyco inh	MC4R antag cAMP	CaV13 ICDI inh	MC4R barr agon	Cardio protect	PDI turbidity	ABCB6 inh MLPCN	aDG glyco act
Cc1ccc(-c2noc(-c3ccoc3C)n2)cc1	5	1	-1	6	-4	0.4	-6	?	100	-0.2
Cc1ccc(Cn2cccc(NC(=O)NC3CCCCC3)c2=O)cc1	-4	-3	-5	2	-6	-1.6	-11	-9	90	0.4
O=C(CN1CCN(c2ccccc2O)CC1)NC(c1ccccc1)c1ccccc1	-10	1	-4	-6	-4	-2.1	4	-6	98	0.1
Cc1ccc(NC(=O)CCC(=O)NNC(=O)c2ccccc2[N+](=O)[O-])c(C)c1	2	3	1	-14	-2	4.1	1	-1	96	0.1
CN(CC(=O)Nc1ccccc1Br)C(=O)c1cccc(S(=O)(=O)NCc2ccccc2)c1	-1	-4	0	11	-4	-1.1	-4	-3	98	-0.2
COc1ccccc1OCC(=O)Nc1cc(C(F)(F)F)ccc1-n1cncn1	/	-1	2	4	-2	-1.8	5	-3	96	0.1
CC(=O)Nc1ccc(NC(=O)C(C)OC(=O)CN(C)S(=O)(=O)c2ccc(Cl)cc2)cc1 (stereo unspecified)	2	4	1	4	-5	-1.5	18	10	96	0.1
CC(=O)c1ccc(N2C(=O)C3C4C=CC(CC4)C3C2=O)cc1 (stereo unspecified)	-19	0	0	10	-18	0.6	-2	-1	96	0.0
Cc1cc(NC(=O)CN(C)C)c([N+](=O)[O-])cc1C	11	-4	0	-3	6	1.1	6	4	100	0.7
O=C(CCc1ccc(Oc2cc([N+](=O)[O-])cc([N+](=O)[O-])c2)cc1)Nc1cccc(Cl)c1	-2	0	-3	1	-3	-2.1	-11	-7	100	1.5
COc1ccc(C2=NN(C(=O)CSc3nc4ccccc4s3)C(c3ccc(F)cc3)C2)cc1 (stereo unspecified)	3	-2	-2	7	-3	-2.7	-1	-8	89	0.2
O=C(CCN1C(=O)C2CCCCC2C1=O)Nc1ccc(Br)cc1F (stereo unspecified)	0	4	1	0	-4	-3.1	-2	-1	97	0.4
CCCCn1c(=O)[nH]c(=O)c2c1nc(-c1cc(Br)c(OCC)c(OC)c1)n2C	1	1	0	9	-8	-0.6	-6	-6	96	0.2
N#Cc1cccc(NC(=O)COC(=O)c2cccc(N3C(=O)c4ccccc4C3=O)c2)c1	-8	0	0	11	-6	0.4	3	9	97	1.1
O=C(Nc1ncccc1O)c1ccc(C(=O)c2ccccc2)cc1	-5	0	21	-4	-2	-3.4	8	-6	103	0.0
Cc1cccc(C(=O)NCC(=O)OCC(=O)N2CC3(C)CC2CC(C)(C)C3)c1 (stereo unspecified)	-6	-1	1	7	-19	-2.1	1	-3	101	0.0
CC(C)Oc1ccc(CC2CCC(=O)N(C)C2=O)cc1 (stereo unspecified)	-9	-3	-1	0	-3	-0.8	8	2	99	-0.1
O=C(CSS(=O)(=O)O)N1CCN(C(=O)c2ccoc2)CC1	8	0	3	-2	-3	0.7	-2	9	99	0.2
O=C(COC(=O)c1n[nH]c2ccccc12)c1cc(F)ccc1F	4	4	4	2	4	3.5	5	2	102	0.0
COc1cc(CNCc2ccccn2)ccc1OCc1ccc(Cl)c(Cl)c1	2	-7	-3	-2	2	3.2	-10	-6	96	0.2
Nc1cccc2c1C(=O)N(C(=O)c1cccc(S(=O)(=O)N3CCCC3)c1)C2=O	14	-5	-1	14	-16	-1.6	5	8	112	-0.2
COc1ccc(CNC(=O)C2CCC(=O)N(C3CCCCCC3)C2)c(OC)c1 (stereo unspecified)	-11	2	-1	2	-10	-0.6	1	-2	95	0.0
Cc1ccc(NC(=O)C2CCN(S(=O)(=O)c3cccc4cccnc34)CC2)nc1	-8	-1	-3	6	1	0.3	7	2	94	0.0
CCc1nnc(NC(=O)CCC(=O)N2CCC(Cc3ccccc3)CC2)s1	-1	3	-3	12	-4	-0.4	20	0	111	0.1
N#Cc1ccc(CCc2ccccc2)[nH]c1=O	4	-1	0	5	-10	-0.6	6	-3	97	0.2
CCCCN=C(C)C1=C(O)CSC1=O	10	-3	0	-1	-8	1.1	1	-2	89	-0.2
Cc1ccc(C)c(NC(=O)C(OC(=O)c2ccc(C)s2)c2ccccc2)c1 (stereo unspecified)	-1	-3	-1	1	-5	3.0	-3	1	99	0.3
